Screening data as filed in PubChem BioAssay.
PI4K2A block = PI4K2A (human) kinase inhibition | activity change, negative = inhibition, % at 76.9 µM | Q9BTU6 | purified PI4K2A, ADP-Glo luminescence, 1 h; stronger effect = lower value | AID 1346378 | 420,000 compounds, 0.13% hits; in the data active means activity change below about -50%; inconclusive means mostly about -30% to -49%;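 further: -100% = wells without enzyme as full effect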
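ADP-Glo luminescence measured ADP generated by PI4K2A enzyme (4 ug/mL before mixing) with 1.2 mM PI substrate (pre-mix) and 300 microM ATP (pre-mix). Tris pH7.5 buffer with MgCl2, Triton X-100; 1 h reaction at ambient temperature.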
RXFP1 ag = RXFP1 (human) receptor agonism | HEK293T-RXFP1 cAMP TR-FRET, 30 min; response scale: percent of porcine relaxin response, buffer zero | Potency, µM (titrated, usually from 57.5 µM), for the others: at the top dose activation, hits mostly activators | 370,000 compounds, 0.3% hits; further: potency means the concentration at half of the fitted maximal effect; on the % scale 0 is the no-effect control and ±100 the full control effect; nearly all actives have a fitted effect of over 60% in size; many of its hits are not listed in these tables
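Agonist response is measured as cAMP accumulation in an RXFP1-transfected HEK293T line under PDE4 inhibition. Values are scaled between buffer-only and 29 nM porcine relaxin, and EC50s come from standard Hill equation fits.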
TrxR1 substrate = is turned over as a substrate by rat TrxR1; O89049; purified TrxR1 substrate turnover, NADPH consumption readout; Potency, µM (doses to about 114 µM), inactives show at the highest dose activity change, negative = substrate turnover; 390,000 compounds, 0.01% hits; further: potency means the concentration at half of the fitted maximal effect; on the % scale 0 is the no-effect control and ±100 the full control effect; nearly all actives have a fitted effect of over 50% in size
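Rat TrxR1, dispensed at 90 nM, was prereduced with 400 uM NADPH (final) for 5 min at ~22 deg C, then incubated with compound 15 min before 400 uM selenite. A first-read NADPH fluorescence drop versus no-compound background flagged substrates.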
Glioma ERSR ind = inducers of ER stress response in human glioma cells. U87-MG GRP78 promoter luciferase reporter, 16 h. Potency, µM, inactives show at the top dose activation, usual class: activators. 420,000 compounds, 0.02% hits. AID 602332; further: potency means the concentration at half of the fitted maximal effect; series mostly up to about 76 µM; % of control where 0% means no effect; nearly all actives have a fitted effect of over 35% in size
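ERSR induction read as luciferase luminescence (Bright-Glo, 10 min at room temperature) in stably transfected human U87-MG glioma cells exposed to compounds for 16 h, using GRP78 as sensor.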
USP1-UAF1 inh = inhibitors of human USP1/UAF1 deubiquitinase; AID 743255; Potency, µM (top dose mostly 57.1 µM), without a hit: top-dose activity change, negative = inhibition, most hits filed as inhibitors; recombinant USP1/UAF1, Ub-Rhodamine cleavage fluorescence; O94782; 390,000 compounds, 0.23% hits; further: potency means the concentration at half of the fitted maximal effect; on the % scale 0 is the no-effect control and ±100 the full control effect; nearly all actives have a fitted effect of over 60% in size; inactives centre near -12
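In this screen, compounds sit with the deubiquitinase complex (1nM) for 15 min at room temperature before Ub-Rho is added at 150nM final. Fluorescence rise is then followed for 6 reads every 60 seconds.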
Vif-APOBEC3F blk = Vif-A3F binding inhibition. HeLa A3F-eYFP + Vif (tagged APOBEC3F with the HIV-1 protein that degrades it), YFP fluorescence increase. Potency, µM (top dose mostly 46.1 µM), inactives show top-dose activity, negative = active. 390,000 compounds, 0.2% hits. AID 602313; further: potency means the concentration at half of the fitted maximal effect; % of control where 0% means no effect; nearly all actives have a fitted effect of over 65% in size
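Fluorescence increase (Ex 488/Em 500-530) after overnight compound treatment at 37 deg C flags inhibition of Vif-driven A3F-eYFP loss in stable HeLa A3F-eYFP/Vif cells seeded overnight beforehand.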
LDHA inh = inhibitors of human lactate dehydrogenase A. AID 1347041. purified LDHA, NADH/diaphorase-resazurin fluorescence; stronger effect = lower value. 480,000 compounds, 0.15% hits. P00338. activity change, % (values are at about 110 or 230 µM); in the data active means activity change below about -30%; inconclusive means mostly about -25% to -30%;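 further: plate controls were DMSO wells for no effect and wells without enzyme for full effect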
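Human LDH5 (2 nM) was incubated with 0.06 mM NADH and 0.2 mM pyruvate for 5 min at room temperature in Tris pH 7.4. Remaining NADH was coupled through diaphorase/resazurin, and resorufin fluorescence was read at 0 and 20 min.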
IDH1 R132H inh = inhibitors of human mutant IDH1 R132H. IDH1-R132H enzyme, NADPH consumption, diaphorase/resazurin fluorescence. AID 602179. 390,000 compounds, 0.093% hits. Potency, µM (titrated, usually from 76.6 µM), inactives show top-dose activity change, negative = inhibition, hits mostly inhibitors. O75874; further: potency means the concentration at half of the fitted maximal effect; on the % scale 0 is the no-effect control and ±100 the full control effect; nearly all actives have a fitted effect of over 65% in size
Target sequence (O75874 whole entry R132H, stated change not applied): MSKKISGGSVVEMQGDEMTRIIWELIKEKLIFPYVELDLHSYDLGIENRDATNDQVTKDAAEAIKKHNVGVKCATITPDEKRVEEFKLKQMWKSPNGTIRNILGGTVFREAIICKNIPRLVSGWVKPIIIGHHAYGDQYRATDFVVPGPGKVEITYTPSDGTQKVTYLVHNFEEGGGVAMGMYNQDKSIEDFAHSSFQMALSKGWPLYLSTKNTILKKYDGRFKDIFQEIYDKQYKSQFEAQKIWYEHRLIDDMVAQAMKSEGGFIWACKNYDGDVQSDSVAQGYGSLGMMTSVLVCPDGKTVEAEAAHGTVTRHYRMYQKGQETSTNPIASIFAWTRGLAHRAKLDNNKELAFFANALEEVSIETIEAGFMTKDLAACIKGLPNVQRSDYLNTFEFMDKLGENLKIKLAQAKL
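IDH1-R132H (0.5 ug/mL) preincubated 30 min with compound, then NADPH (0.016 mM) and alpha-KG (2 mM) added; 80 min at RT, pH 7.5. Remaining NADPH coupled via diaphorase/resazurin to fluorescence (540/590 nm); concentration-response curves normalized to no-enzyme control.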
Vif-APOBEC3G blk = blocks the Vif interaction with human APOBEC3G | Q9HC16 | HeLa A3G-eYFP + Vif (tagged APOBEC3G with the HIV-1 protein that degrades it), YFP fluorescence, overnight | Potency, µM (titrated, usually from 46.1 µM), without a hit: at the top dose activity, negative = active, actives largely listed as inhibitors | 410,000 compounds, 0.076% hits;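 further: potency means the concentration at half of the fitted maximal effect; on the % scale 0 is the no-effect control and ±100 the full control effect; nearly all actives have a fitted effect of over 60% in size; hits raise eYFP signal because A3G escapes Vif-driven loss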
Target sequence (Q9HC16 whole entry, looked up): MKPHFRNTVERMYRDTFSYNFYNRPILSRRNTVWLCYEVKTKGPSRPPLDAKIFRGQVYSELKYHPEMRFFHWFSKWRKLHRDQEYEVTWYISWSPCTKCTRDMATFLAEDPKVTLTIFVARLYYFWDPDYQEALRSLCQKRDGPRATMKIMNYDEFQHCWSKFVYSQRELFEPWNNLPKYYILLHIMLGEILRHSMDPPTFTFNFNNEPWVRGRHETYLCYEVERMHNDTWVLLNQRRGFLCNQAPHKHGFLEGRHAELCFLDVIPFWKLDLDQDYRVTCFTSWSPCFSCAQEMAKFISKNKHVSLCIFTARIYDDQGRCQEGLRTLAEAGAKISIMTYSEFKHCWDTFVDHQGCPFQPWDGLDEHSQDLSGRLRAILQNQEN
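HeLa cells stably expressing Vif and C-terminally eYFP-tagged A3G, seeded overnight at 37 deg C, then exposed to compound by pintool overnight at 37 deg C. Rise in yellow fluorescence (Ex 488/Em 500-530, Acumen) marks blocked Vif-driven A3G degradation.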
* hit, by the source's call; u = inconclusive; x = not tested or not shown; & = joins results of further samples; [ ] = another dose, or the depositor's remark. Unless noted, the call rests on the fitted dose curve; in most records, active means well fitted curve in the direction sought with a large enough effect; inconclusive means small, poorly fitted or top-dose-only effect, or another doubt; inactive means no such curve, though single readings can be large; an effect the other way counts as inactive or inconclusive. Not all compounds are listed. The share of hits here may be higher or lower than overall.

Start of the data: the first 4 records (preview)
1: CC(C)c1nnc(NC(=O)CCC(=O)NCc2ccco2)s1
2: CCC(NC(=O)OCc1ccccc1)C(=O)Oc1ccc2ccc(=O)oc2c1 (centres undefined)
3: COCCNC(=O)c1ccccc1NC(=O)c1cc(OC)cc(OC)c1
4: COc1ccccc1CNc1ncnc2c1c(-c1ccccc1)cn2-c1ccc(Br)cc1
Assay by compound	1	2	3	4
PI4K2A block	-3	31	-2	-1
RXFP1 ag	0.6%	19%	0.4%	1.6%
TrxR1 substrate	10%	117%[activator]	-7%	-3%[57.1 µM]
Glioma ERSR ind	-2%	-2%	1%	-3%
USP1-UAF1 inh	3%	-20%	-7%	-11%
Vif-APOBEC3F blk	-5%	-7%	4%	-1%
LDHA inh	-7	-3	-11	-5
IDH1 R132H inh	3%	-1%	-2%	-12%
Vif-APOBEC3G blk	-2%	-8%	-4%	3%

Results, from the first entry:
1: CC(C)c1nnc(NC(=O)CCC(=O)NCc2ccco2)s1
2: CCC(NC(=O)OCc1ccccc1)C(=O)Oc1ccc2ccc(=O)oc2c1 (centres undefined)
3: COCCNC(=O)c1ccccc1NC(=O)c1cc(OC)cc(OC)c1
4: COc1ccccc1CNc1ncnc2c1c(-c1ccccc1)cn2-c1ccc(Br)cc1
5: COC(=O)C1=C(C(C)=O)C(c2ccc(C)cc2)n2nnnc2N1 (centres undefined)
6: N#C/C(=C\c1cccs1)C(=O)Nc1nccs1
7: CCCC1OC23CCCCC2C(C#N)(C(=N)O3)C1(C#N)C#N (centres undefined)
8: COc1ccc2c(COC(=O)CNS(=O)(=O)c3ccc(C)c(C)c3)cc(=O)oc2c1
9: Nn1c(Cc2cccc3ccccc23)nnc1SCc1ccccc1Cl
10: C=CCC1(CC=C)CCCN1C(=O)c1cc(COc2ccc(C)nc2)on1
Assay by compound	1	2	3	4	5	6	7	8	9	10
PI4K2A block	-3	31	-2	-1	1	-2	0	-5	-2	-12
RXFP1 ag	0.6%	19%	0.4%	1.6%	1.8%	2.7%	1.9%	-0.2%	1.1%	1.9%
TrxR1 substrate	10%	117%[activator]	-7%	-3%[57.1 µM]	-11%	-12%	89%[activator]	128%[activator]	2%	1%
Glioma ERSR ind	-2%	-2%	1%	-3%	-3%	-1%	-3%	-6%	-5%	0%
USP1-UAF1 inh	3%	-20%	-7%	-11%	1%	-7%	-26%	-20%	-7%	-25%
Vif-APOBEC3F blk	-5%	-7%	4%	-1%	x	-21%	-3%	-1%	-1%	10%
LDHA inh	-7	-3	-11	-5	-2	-1	3	-2	-8	2
IDH1 R132H inh	3%	-1%	-2%	-12%	-4%	-1%	7%	2%	3%	0%
Vif-APOBEC3G blk	-2%	-8%	-4%	3%	2%	4%	0%	2%	-5%	-2%

11: COc1ccccc1C(=O)NCCn1cc(SCC(=O)NCc2ccco2)c2ccccc21
12: COc1cccc(N2CCN(Cc3nnc(-c4ccc5c(c4)OCO5)o3)CC2)c1
13: COCCCNC(=O)C1CC(=O)OC1c1ccc(OC)c(OC)c1 (centres undefined)
14: Cc1cc(C)nc(SCC(=O)Nn2cnnc2)n1
15: Cc1cc(NC(=O)CSc2nc(=O)n(CCN(C)C)c3c2CCCC3)no1
16: CCCCCCCC(O)CC(CC1CCCCC1)C(=O)NN (centres undefined)
17: COc1ccc(CNC(=O)C[C@H]2C[C@H](C(=O)N(C(C)C)C(C)C)[C@@]3(C)c4[nH]c5ccc(Cl)cc5c4CCN3C2=O)cc1OC
18: COc1ccc(C(O)c2nccc3cc(OC)c(OC)cc23)cc1OC (centres undefined)
19: CCCCOc1cccc(-c2cc(C(=O)NNC(=S)NCC)c3ccccc3n2)c1
20: CCCCOc1ccc(C(=O)NCCOc2cccc(OC)c2)cc1
Assay by compound	11	12	13	14	15	16	17	18	19	20
PI4K2A block	-5	-3	2	8	2	-2	4	1	6	-3
RXFP1 ag	2.0%	1.4%	0.7%	0.7%	-1.7%	0.8%	x	1.5%	-0.3%	5.4%
TrxR1 substrate	-3%	9%	7%[57.1 µM]	-8%	4%	-6%	-10%	7%[57.1 µM]	-4%	-5%
Glioma ERSR ind	0%	2%	-5%	-2%	-2%	0%	-1%	-4%	5%	2%
USP1-UAF1 inh	-17%	-20%	-4%	-14%	-19%	-15%	u	-22%	-13%	-14%
Vif-APOBEC3F blk	-1%	2%	-9%	0%	-1%	0%	6%	-14%	3%	-6%
LDHA inh	2	-10	1	-8	-5	2	3	11	2	1
IDH1 R132H inh	-4%	-2%	4%	2%	-7%	11%	-2%	10%	4%	0%
Vif-APOBEC3G blk	4%	0%	0%	-4%	-1%	-3%	-7%	1%	-1%	0%

21: COC(=O)c1c(NC(=O)c2ccco2)sc2c1CCN(C(C)C)C2
22: CCCOc1ccc(C2/C(=C(\O)c3c(C)[nH]c(C(=O)OC)c3C)C(=O)C(=O)N2CCN(C)C)cc1 (centres undefined)
23: COc1cc2cc(CNc3ccccc3)c(=O)n(CC(=O)Nc3ccccc3)c2cc1OC
24: CSc1ccccc1NC(=O)c1cc2c(=O)n3ccccc3nc2s1
25: CCOc1ccc(NC2c3ccccc3C(=O)N2Cc2ccc3c(c2)OCO3)cc1 (centres undefined)
26: CCn1c(SCC(=O)O)nnc1-c1cc2c(C)nn(-c3ccccc3)c2s1
27: COc1ccc(-c2c(-c3ccccc3OC)sc3ccccc23)cc1C=O
28: COc1cc(/C=N/n2cnc3c(sc4nc(C)cc(C)c43)c2=O)ccc1O
29: COc1ccc(S(=O)(=O)Nc2ccc3c(c2)C(=O)N([C@@H](C)CO)C[C@H](C)[C@H](CN(C)S(=O)(=O)c2ccc(F)cc2)O3)cc1
30: CCOC(=O)c1c(NC(=O)c2ccccc2Cl)sc2c1CCc1ccccc1-2
Assay by compound	21	22	23	24	25	26	27	28	29	30
PI4K2A block	-3	-7	-1	0	5	-4	-4	-2	-1	5
RXFP1 ag	2.3%	4.2%	22%	-0.7%	0.0%	-0.2%	2.9%	-0.3%	x	2.7%
TrxR1 substrate	-3%	-9%	7%[57.1 µM]	23%	-11%[57.1 µM]	-2%	-3%	-6%[57.1 µM]	6%	1%[57.1 µM]
Glioma ERSR ind	1%	-5%	-2%	-1%	-3%	0%	1%	-2%	-1%	-7%
USP1-UAF1 inh	-16%	2%	u	-9%	0%	-14%	-19%	u	-24%	-10%
Vif-APOBEC3F blk	-12%	x	2%	-6%	-7%	1%	-7%	8%	0%	9%
LDHA inh	-1	-1	9	-1	3	-14	-3	-3	2	-2
IDH1 R132H inh	-9%	0%	-28%	-2%	2%	10%	-2%	-3%	3%	-2%
Vif-APOBEC3G blk	7%	-1%	-8%	-7%	-12%	1%	-17%	-7%	-1%	0%

31: COc1ccc(N2CCN(C(=O)CSc3nnc4c(C)cc5cc(C)ccc5n34)CC2)cc1
32: COc1ccc(OC)c(CCNC(=O)Cn2nc(C)c3c(C)n(-c4ccccc4)nc3c2=O)c1
33: COCCCN1CC23C=CC(O2)C(C(=O)O)C3C1=O (centres undefined)
34: COc1ccc(C2CC(=O)Oc3cc(OC)ccc32)cc1 (centres undefined)
35: CCOc1ccc(N(CC(=O)Nc2ccc(OC)cc2)S(=O)(=O)c2c(C)noc2C)cc1
36: CCOC(=O)N1CCN(C(=O)/C(=C/c2cccc3ccccc23)NC(=O)c2ccc(OC)cc2)CC1
37: CC[C@@H](C)[C@@H]1CN([C@@H](C)CN2CCC[C@H]2CN2C(N)=NC[C@@H]2Cc2ccccc2)C(=N)N1CCc1ccc(Cl)c(Cl)c1
38: COc1cccc(C(=O)Nc2nc(-c3ccc(Br)cc3)ns2)c1
39: CN(Cc1nc(-c2ccccc2)no1)C(=O)c1ccc2c(c1)OCO2
40: O=C(NCc1ccco1)c1cc(-c2cccnc2)nc2ccccc12
Assay by compound	31	32	33	34	35	36	37	38	39	40
PI4K2A block	-5	2	-3	-1	-5	5	0	-1	0	1
RXFP1 ag	0.8%	0.6%	-0.1%	x	0.9%	0.5%	x	14%	0.6%	0.3%
TrxR1 substrate	0%	-8%	4%[57.1 µM]	-1%	-14%	-4%	15%[57.1 µM]	-5%	-8%	-11%
Glioma ERSR ind	-3%	-1%	-2%	-3%&-3%	1%	-3%	-3%	-6%	0%	-2%
USP1-UAF1 inh	-23%	-13%	4%	-22%	-4%	0%	-16%	-18%	0%	0%
Vif-APOBEC3F blk	-10%	-7%	5%	-2%	-6%	-1%	-4%	-14%	-21%	-14%
LDHA inh	-9	-1	-10	5	-11	-5	-12	-8	-3	-7&0
IDH1 R132H inh	0%	1%	-1%	9%	4%	-3%	-22%	25%	9%	1%
Vif-APOBEC3G blk	0%	-6%	5%	0%	0%	1%	7%	0%	-4%	-1%
